Screening results deposited in PubChem by National Center for Advancing Translational Sciences (NCATS).
WRN inhibitor: WRN helicase (human) inhibition; Q14191; WRN helicase unwinding, fluorescent forked duplex, kinetic; Potency, µM (titrated, usually from 114 µM), inactives show at the top dose activity change, negative = inhibition, most hits filed as inhibitors; hit rate 0.46% among 360,000; AID 651768; further: potency means the concentration at half of the fitted maximal effect; on the % scale 0 is the no-effect control and ±100 the full control effect; nearly all actives have a fitted effect of over 55% in size
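Primary qHTS, 1536-well format. 20 nM WRN + compound, 15 min RT; start with 100 nM forked fluorophore/quencher duplex, 2 mM ATP (final); kinetic read ex 525/em 598 nm.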
PI5P4K alpha inh: inhibitors of human PI5P4K alpha. P48426. PI5P4Kalpha enzyme, ADP-Glo luminescence, 60 min; stronger effect = lower value. max response, %. hit rate 1.2% among 330,000. AID 652105; active means max response of -50% or lower; inconclusive means between -30% and -50%; inactive means -30% or higher; further: value at the top dose of about 77 µM; on the % scale 0 is the no-effect control and ±100 the full control effect
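Compounds were pin-transferred onto PI5P4Kalpha and substrate in HEPES pH 7.4 buffer with EGTA, CHAPS and 5% DMSO. ATP (5 microM final) started the reaction, which ran 60 minutes at room temperature before ADP-Glo detection.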
FUS suppressor: rescues growth of FUS-expressing yeast; S. cerevisiae FUS-expressing, growth rescue, OD600, 24 h; Potency, µM (highest dose often 76.6 µM), for the others: at the highest dose growth rescue (activation), most hits filed as activators; hit rate 0.24% among 390,000;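 further: potency means the concentration at half of the fitted maximal effect; plate controls were DMSO vehicle for no effect and reference control for full effect; nearly all actives have a fitted effect of over 55% in size; some results filed as inactive show a strong effect at the top dose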
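Yeast expressing FUS under galactose induction, OD 0.005 in 2% galactose medium; compounds in a dilution series, 24 h at 30C. Growth rescue by absorbance at 600 nm; CP55940 positive control, DMSO negative.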
EPAC1 antagonist: blocks human EPAC1 exchange factor. O95398. EPAC1 GEF assay, Rap1b-BODIPY-GDP exchange fluorescence. Potency, µM (titrated, usually from 115 µM), for the others: at the highest dose activity change, negative = inhibition, most hits filed as inhibitors. hit rate 0.14% among 360,000;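 further: potency means the concentration at half of the fitted maximal effect; plate controls were vehicle for no effect and positive control for full effect; nearly all actives have a fitted effect of over 50% in size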
Target sequence (O95398 whole entry, looked up): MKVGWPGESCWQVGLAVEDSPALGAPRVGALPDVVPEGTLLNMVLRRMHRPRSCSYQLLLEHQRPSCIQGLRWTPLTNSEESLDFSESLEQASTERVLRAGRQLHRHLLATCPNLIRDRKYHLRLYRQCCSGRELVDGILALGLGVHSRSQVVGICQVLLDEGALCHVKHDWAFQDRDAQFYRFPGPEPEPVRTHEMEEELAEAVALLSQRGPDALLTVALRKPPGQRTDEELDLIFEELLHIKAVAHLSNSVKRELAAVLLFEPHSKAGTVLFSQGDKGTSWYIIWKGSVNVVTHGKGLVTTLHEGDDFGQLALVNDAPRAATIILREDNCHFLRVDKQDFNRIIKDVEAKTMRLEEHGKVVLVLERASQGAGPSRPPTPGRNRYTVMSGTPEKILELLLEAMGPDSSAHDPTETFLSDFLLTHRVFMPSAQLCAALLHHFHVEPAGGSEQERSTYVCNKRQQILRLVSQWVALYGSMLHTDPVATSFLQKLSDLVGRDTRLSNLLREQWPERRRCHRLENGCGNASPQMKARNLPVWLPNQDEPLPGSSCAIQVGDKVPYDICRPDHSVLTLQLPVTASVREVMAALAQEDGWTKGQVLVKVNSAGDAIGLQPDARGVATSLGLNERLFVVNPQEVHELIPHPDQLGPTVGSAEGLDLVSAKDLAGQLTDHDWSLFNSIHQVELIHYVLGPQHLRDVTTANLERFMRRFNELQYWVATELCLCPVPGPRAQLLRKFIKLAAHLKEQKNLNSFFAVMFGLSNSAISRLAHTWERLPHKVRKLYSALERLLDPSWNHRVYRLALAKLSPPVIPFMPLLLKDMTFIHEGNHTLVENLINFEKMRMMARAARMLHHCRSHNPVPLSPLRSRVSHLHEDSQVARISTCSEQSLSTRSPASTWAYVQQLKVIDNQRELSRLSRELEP
Abeta rescue: A-beta toxicity reversal in yeast. hit rate 0.063% among 410,000. Potency, µM (titrated, usually from 46.1 µM), for the others: at the highest dose growth rescue, most hits filed as activators. AID 1347071. yeast expressing A-beta42, growth rescue, OD600, 48 h; response scale: 0% DMSO, 100% iron-clioquinol control; further: potency means the concentration at half of the fitted maximal effect; nearly all actives have a fitted effect of over 55% in size
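Yeast growth medium received pinned compounds, then yeast cells expressing toxic A-beta were added; plates incubated at 30 C for 48 hr. Growth read as absorbance at 600 nm, normalized to DMSO and equimolar FeCl3 plus clioquinol controls.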
EPAC1 ag: activates human EPAC1 exchange factor; O95398; EPAC1 agonist qHTS, biochemical assay; response scale: 100% = response to 6.5 mM cAMP; Potency, µM (doses to about 154 µM), inactives show top-dose activation, usual class: activators; hit rate 0.073% among 360,000; AID 720707; further: potency means the concentration at half of the fitted maximal effect; nearly all actives have a fitted effect of over 60% in size
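Nucleotide exchange by EPAC1 (100 nM) on Rap1B–BODIPY-GDP (250 nM) in the presence of 50 uM GDP is tracked fluorescently at 480/540 nm over 30 min. Signals are normalized to a 6.5 mM cAMP control.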
PLK1 PBD block: PLK1 (human) polo-box domain binding inhibition. P53350. Plk1 PBD binding of FITC phosphopeptide, fluorescence polarization. Potency, µM, for the others: max response, negative = inhibition, actives largely listed as inhibitors. hit rate 2.8% among 360,000; further: potency means the concentration at half of the fitted maximal effect; series mostly up to about 57 µM; on the % scale 0 is the no-effect control and ±100 the full control effect; nearly all actives have a fitted effect of over 65% in size
IL-2 act: activates IL-2 in a cell-based reporter assay; hit rate 0.065% among 360,000; AID 652025; IL-2 activation reporter assay, cell-based qHTS; stimulated with anti-CD3/CD4/CD28 beads; in transgenic mouse T cells; activation, % (series mostly up to about 46 µM); in the data active means activation above about 50%; inconclusive means mostly about 30% to 49%; further: 0% is about no effect
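Readout is EGFP and DsRed signal by fluorescent plate cytometry after 18 h at 37 degrees C. Transgenic mouse T cells (750/well) received compound for 60 min before bead stimulation (anti-CD3, anti-CD4, anti-CD28); memory T cells served as non-tolerant control.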
Active calls of the source: *; ? = inconclusive; . = not tested or not shown; & = joins results of further samples; [ ] = remark or other dose. Unless noted, the call rests on the fitted dose curve; in most records, active means well fitted curve in the direction sought with a large enough effect; inconclusive means small, poorly fitted or top-dose-only effect, or another doubt; inactive means no such curve, though single readings can be large; an effect the other way counts as inactive or inconclusive.

SMILES	WRN inhibitor	PI5P4K alpha inh	FUS suppressor	EPAC1 antagonist	Abeta rescue	EPAC1 ag	PLK1 PBD block	IL-2 act
CCOC(=O)N1CCN(C(=O)COc2cc(C)c(Cl)c(C)c2)CC1	7%	2	12%	-3%	-11%	-9%	-2%	0.8
COc1ccc(CCNC(=O)c2ccccc2NS(=O)(=O)c2cc(C(=O)O)ccc2OC)cc1	2%	2	-3%	12%	-1%	0%	-1%	1.0
Cn1c(NC(=O)c2ccccc2F)c(-c2cccs2)c(=O)c2ccccc21	-19%	6	15%	2%	-11%	0%	-4%	-0.5
C/C(=N/Nc1ccccc1C(=O)O)c1cccs1	-13%	0	7%	-5%	-11%	-10%	-6%	-0.4
Cc1cc(-n2nnc3ccccc32)nc2ccccc12	4%	-1	12%	-17%	-10%	16%	-9%	-2.3
Cc1cccc(CN2CCN(C3CN(Cc4cn(Cc5ccc(F)cc5)nn4)S(=O)(=O)C3)CC2)c1 (stereo unspecified)	-5%	-4	-11%	-2%	0%	5%	-13%	0.2
CC(=O)c1c(C)n(-c2ccccc2)c2ccc(OCC(N)=O)cc12	4%	-7	12%	9%	-15%	2%	-6%	1.2
O=c1[nH]c(C2CCN(S(=O)(=O)c3ccc(C(F)(F)F)cc3)CC2)nc2c1nnn2Cc1ccc(F)cc1	7%	4	?	-30%	11%	-15%	-3%	-3.9
Cc1ccc(OCCNC(=O)CNC(=O)c2ccc(C)cc2)cc1	-1%	7	28%	-11%	-3%	-21%	1%	-4.4
CCOC(=O)/C(C#N)=C/c1cccc(C)c1	7%	-4	-30%	-2%	3%	2%	-16%	3.8
C=CCSC1=N/C(=C\c2ccc(C(=O)O)cc2)C(=O)S1	5%	-4	2%	1%	1%	-5%	-16%	0.8
CC(=NNC(=O)c1ccncc1)c1ccc(O)cc1O	4%	-14	18%	-7%	-14%	-3%	1%	0.2
O=C(CCN1C(=O)/C(=C/c2ccccc2Cl)SC1=S)NC1CCCC1	-32%	0	-10%	-18%	-22%	1%	-9%	0.1
COC(=O)[C@H](CCSC)NC(=O)Nc1ccc(C)c(C)c1	0%	.	19%	0%	5%	3%	-9%	0.6
COc1ccc(C(=O)C2CCCN(C(=O)c3n[nH]c4c3CCCC4)C2)cc1OC (stereo unspecified)	2%	-2	7%	9%	-2%	3%	-6%	1.3
Oc1cc(OCc2ccccc2)ccc1-c1[nH]ncc1-c1ccccc1	-15%	9	22%	-23%	-93%[inhibitor]	8%	5%	-3.9
Cc1cccc(/C=N/NC(=O)c2ccc(NC(=O)c3ccccc3C)cc2)n1	-9%	-6	26%	10%	16%	7%	2%	-0.4
Cn1c(=O)n(C)c2cc(S(=O)(=O)NCC(=O)O)ccc21	-6%	1	8%	2%	1%	11%	-11%	2.0
CCCN(CC(=O)Nc1ccccc1OC)C(=O)c1nc2nc(C)ccn2n1	-30%	-5	10%	-11%	3%	2%	-13%	1.5
Cc1cccc(-c2nc(CS(=O)CC(=O)N3CCCCC3)c(C)o2)c1 (stereo unspecified)	0%	-9	1%	4%	4%	-11%	-13%	-0.8
CCCCN(C(=O)c1nn(C)c(=O)c2ccccc12)c1c(N)n(CC(C)C)c(=O)[nH]c1=O	-6%	-2	.	0%	7%	8%	3%	-0.1
CC(=O)Nc1ccc(Nc2nc(-c3ccccc3)nc3ccccc23)cc1	?	-3	.	5%	-17%	0%	-3%	-7.5
CC(C)Nc1ncnc2c1nnn2Cc1ccccc1	-7%	1	12%	-3%	17%	1%	-9%	-3.6
O=C(Nc1cc(S(=O)(=O)N2CCOCC2)ccc1O)c1ccc2c(c1)S(=O)(=O)c1ccccc1C2=O	-36%	-27	20%	-17%	-25%	6%	11µM*	-4.8
CCn1c2ccc(C)cc2c2nnc(SCCN3CCCCC3)nc21	10%	-4	35%	-8%	-17%	6%	-24%	-5.6
COC(=O)c1nnn(-c2nc(N(C)C)nc(N(C)C)n2)c1C	2%[57.1 µM]	-5	2%	-21%	6%	5%	-8%	-2.8
OC[C@@H]1CN(Cc2ccccc2)C[C@H](n2cnc3c(N4CCN(c5ccccc5)CC4)ncnc32)O1	-6%	9	20µM*	-14%	5%	4%	-5%	-0.7
CCOC(=O)c1ccc2[nH]c(C)c(C)c2c1	-7%	16	8%	-14%	-18%	1%	-4%	0.1
CC(C)(C)NC(=O)/C=C/c1cccc(C(F)(F)F)c1	8%	5	7%	-6%	7%	-9%	-5%	-0.4
COc1cccc2cc(-c3nnc(SCC(=O)Nc4cc(C(F)(F)F)ccc4Cl)n3N)oc12	2%	.	6%	0%	6%	0%	-4%	0.2
O=S(=O)(Nc1ccc(S(=O)(=O)N2CCCC2)cc1)c1ccc(F)cc1F	-9%	-2	-2%	-5%	17%	2%	2%	-0.9
CC(C)CCN1C(=O)c2ccccc2C1c1nnnn1-c1ccc2c(c1)OCCO2 (stereo unspecified)	-2%	-4	5%	21%	0%	-11%	-4%	-0.2
COc1ccc(CNC(=O)[C@H](Cc2ccccc2)NC(=O)CC[C@H]2O[C@@H](n3ccc(=O)[nH]c3=O)[C@H](O)[C@@H]2O)cc1	-5%	-1	-26%	-11%	-11%	-8%	3%	0.3
COc1cc(/C=C2\SC(N)=NC2=O)cc(Br)c1O	-15%	-71*	-14%	2%	7%	27%	28%	15
COc1cc(/C=C/C(=O)O)ccc1OS(=O)(=O)c1ccc(C)cc1	2%	2	-7%	3%	-20%	-2%	6%	-0.5
O=C(CNC(=O)c1cccs1)Nc1ccncc1	8%	-4	-9%	17%	-6%	2%	1%	-5.2
COc1ccc(NC(=O)c2cc(S(=O)(=O)N3CCCC3)cn2C)cc1Cl	0%	3	7%	8%	-10%	-9%	1%	1.7
C=CCN1c2ccccc2[C@]23C[C@@H](C(=O)OC)N(C(=O)CC(C)C)C2=NC(C(=O)OC)=C(C(=O)OC)[C@H]13	-6%	1	39%	-19%	-15%	-13%	-7%	2.1
Cc1ccc(/C=N/NC(=S)Nc2cccc(S(=O)(=O)N(C)C)c2)o1	-7%	-4	17%	-16%	?	-2%	-16%	-0.6
Cc1ccc(NC(=O)NC2CCCc3ccccc32)cc1 (stereo unspecified)	-2%	2	23%	17%	10%	9%	2%	-0.5
O=C1CCN(Cl)C(=O)N1Cl	-4%	-1	-10%	-20%	-15%	-4%	-8%	-0.4
Cc1ccc(S(=O)(=O)C2(C(=O)Nc3nccs3)CC2)cc1	2%	-6	-12%	1%	-4%	-7%	-2%	0.3
CNC(=O)COC(=O)c1cc(SC)ccc1Cl	-3%	-6	19%	2%	2%	-4%	7%	-0.8
CN(Cc1nc(-c2cnccn2)no1)Cc1cccc2ccccc12	-7%	1	12%	-24%	3%	-8%	-13%	-0.2
O=C(NCC1CCCO1)c1[nH]c(C(F)(F)F)nc1-c1ccccc1 (stereo unspecified)	-10%	1	-13%	-1%	-4%	2%	-2%	-0.3
O=C1CN(C(=O)c2ccco2)c2ccccc2N1	7%[57.1 µM]	-7	7%	-3%	4%	-9%	1%	1.6
COc1cccc(C2Nc3ccccc3C(=O)N2Cc2ccccc2)c1 (stereo unspecified)	-2%	2	24%	-24%	15%	5%	0%	1.0
C=C(C1=CCN(S(=O)(=O)C(C)(C)C)[C@@H]1CCO)c1ccccc1	-8%	-2	7%	6%	-7%	-6%	-12%	0.2

Reformatted bar-delimited: entries from further up
mol | WRN inhibitor | PI5P4K alpha inh | FUS suppressor | EPAC1 antagonist | Abeta rescue | EPAC1 ag | PLK1 PBD block | IL-2 act
Cc1ccc(NC(=O)NC2CCCc3ccccc32)cc1 (stereo unspecified) | -2% | 2 | 23% | 17% | 10% | 9% | 2% | -0.5
O=C1CCN(Cl)C(=O)N1Cl | -4% | -1 | -10% | -20% | -15% | -4% | -8% | -0.4
Cc1ccc(S(=O)(=O)C2(C(=O)Nc3nccs3)CC2)cc1 | 2% | -6 | -12% | 1% | -4% | -7% | -2% | 0.3
CNC(=O)COC(=O)c1cc(SC)ccc1Cl | -3% | -6 | 19% | 2% | 2% | -4% | 7% | -0.8
CN(Cc1nc(-c2cnccn2)no1)Cc1cccc2ccccc12 | -7% | 1 | 12% | -24% | 3% | -8% | -13% | -0.2
O=C(NCC1CCCO1)c1[nH]c(C(F)(F)F)nc1-c1ccccc1 (stereo unspecified) | -10% | 1 | -13% | -1% | -4% | 2% | -2% | -0.3
O=C1CN(C(=O)c2ccco2)c2ccccc2N1 | 7%[57.1 µM] | -7 | 7% | -3% | 4% | -9% | 1% | 1.6
COc1cccc(C2Nc3ccccc3C(=O)N2Cc2ccccc2)c1 (stereo unspecified) | -2% | 2 | 24% | -24% | 15% | 5% | 0% | 1.0
C=C(C1=CCN(S(=O)(=O)C(C)(C)C)[C@@H]1CCO)c1ccccc1 | -8% | -2 | 7% | 6% | -7% | -6% | -12% | 0.2

(cont.)
SMILES	WRN inhibitor	PI5P4K alpha inh	FUS suppressor	EPAC1 antagonist	Abeta rescue	EPAC1 ag	PLK1 PBD block	IL-2 act
Cn1cccc1/C=N/NC(=O)CSc1nc2ccccc2n1C	-20%	7	10%	-18%	6%	10%	-10%	0.3
Cc1cc(C(=O)N2CCCC(C(=O)c3cccc(C(F)(F)F)c3)C2)n[nH]1 (stereo unspecified)	-4%	9	26%	-3%	-5%	-5%	-6%	-1.9
N#Cc1ccsc1NC(=O)CSc1nnnn1-c1ccc(O)cc1	?	-61*	24%	-16%	4%	7%	-15%	0.6
CCC[C@H]1CC(=O)C=C(c2ccc(OC)cc2)ON1C(=O)OC(C)(C)C	-11%	0	19%	?	6%	-26%	-2%	-0.8
CN(C)C(=O)c1ccc(-c2cc3onc(-c4ccccc4)c3c(=O)n2C)cc1	13%	-4	0%	24%	-24%	-12%	0%	0.7
O=C(Nc1cc(S(=O)(=O)N2CCOCC2)ccc1N1CCCCC1)c1ccccc1	2%	-7	.	-5%	8%	13%	3%	-3.6
O=c1c2ccccc2ncn1-c1cccc(Br)c1	1%	2	-16%	-6%	12%	6%	-4%	-3.4
CC1CCN(S(=O)(=O)c2ccc3c(c2)N(C)C(=O)CC(=O)N3C)CC1	2%	-4	-3%&-12%	-1%	-7%&-10%	-4%	13µM*	-4.0

Hits appear at their usual frequency; overall some 4.1% were active at least once.
